Abeta rescue: qHTS for compounds that reverse cellular toxicity of Amyloid beta (A-beta) peptide in yeast: Primary Screen; 0.063% of 410,000 active; Potency, µM (highest dose often 46.1 µM), for the others: top-dose growth rescue, usual class: activators; yeast expressing A-beta42, growth rescue, OD600, 48 h; response scale: 0% DMSO, 100% iron-clioquinol control; further: potency means the concentration at half of the fitted maximal effect; nearly all actives have a fitted effect of over 55% in size
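Growth rescue measured by 600 nm absorbance after 48 h yeast culture at 30 C with compound. Values normalized between DMSO and an equimolar ferric chloride plus clioquinol control.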
EPAC1 antag: qHTS for Antagonist of cAMP-regulated guanine nucleotide exchange factor 3 (EPAC1): primary screen. Rap guanine nucleotide exchange factor 3 (Homo sapiens), O95398. EPAC1 GEF assay, Rap1b-BODIPY-GDP exchange fluorescence. Potency, µM (series often up to 115 µM), inactives show at the highest dose activity change, negative = inhibition, actives largely listed as inhibitors. 0.14% of 360,000 active. AID 720709, 2013;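 further: potency means the concentration at half of the fitted maximal effect; plate controls were vehicle for no effect and positive control for full effect; nearly all actives have a fitted effect of over 50% in size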
Target sequence (O95398 whole entry, looked up): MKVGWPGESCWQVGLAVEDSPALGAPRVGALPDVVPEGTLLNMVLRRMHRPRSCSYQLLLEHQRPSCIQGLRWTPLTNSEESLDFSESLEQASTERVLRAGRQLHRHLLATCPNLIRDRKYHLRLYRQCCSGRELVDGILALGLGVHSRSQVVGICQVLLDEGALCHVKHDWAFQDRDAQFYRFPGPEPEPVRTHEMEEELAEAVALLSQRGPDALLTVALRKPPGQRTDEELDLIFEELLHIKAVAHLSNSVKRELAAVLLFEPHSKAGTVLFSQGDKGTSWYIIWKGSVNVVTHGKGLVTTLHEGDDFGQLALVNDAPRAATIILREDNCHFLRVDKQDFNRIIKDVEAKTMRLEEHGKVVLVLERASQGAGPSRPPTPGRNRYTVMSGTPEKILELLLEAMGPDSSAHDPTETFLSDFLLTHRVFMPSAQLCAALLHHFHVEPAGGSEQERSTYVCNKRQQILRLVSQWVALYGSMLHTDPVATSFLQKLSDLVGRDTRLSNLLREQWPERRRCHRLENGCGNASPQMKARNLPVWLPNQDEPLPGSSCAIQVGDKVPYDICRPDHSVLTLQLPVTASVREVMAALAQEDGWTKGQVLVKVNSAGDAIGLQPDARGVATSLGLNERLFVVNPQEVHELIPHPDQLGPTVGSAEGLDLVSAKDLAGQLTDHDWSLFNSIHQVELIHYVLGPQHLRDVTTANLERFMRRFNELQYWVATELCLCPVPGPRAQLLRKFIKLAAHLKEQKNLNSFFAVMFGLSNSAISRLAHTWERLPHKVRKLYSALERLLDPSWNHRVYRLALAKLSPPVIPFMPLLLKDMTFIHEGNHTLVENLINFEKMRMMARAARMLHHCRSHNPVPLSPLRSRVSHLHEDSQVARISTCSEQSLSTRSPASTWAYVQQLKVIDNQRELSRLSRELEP
WRN helicase inh: qHTS for Inhibitors of WRN Helicase; WRN helicase unwinding, fluorescent forked duplex, kinetic; Potency, µM (highest dose often 114 µM), for inactives: at the highest dose activity change, negative = inhibition, usual class: inhibitors; 0.46% of 360,000 active; further: potency means the concentration at half of the fitted maximal effect; on the % scale 0 is the no-effect control and ±100 the full control effect; nearly all actives have a fitted effect of over 55% in size
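WRN at 20 nM final preincubated with compound 15 min at room temperature; reaction started with 100 nM fluorophore/quencher forked duplex oligonucleotide and 2 mM ATP final. Unwinding followed kinetically by red fluorescence (ex 525, em 598 nm).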
FUS yeast rescue: qHTS for Suppressors of FUS Proteinopathy: Primary screen using FUS-linked yeast assay; 0.24% of 390,000 active; S. cerevisiae FUS-expressing, growth rescue, OD600, 24 h; Potency, µM (top dose mostly 76.6 µM), for the others: at the highest dose growth rescue (activation), most hits filed as activators;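 further: potency means the concentration at half of the fitted maximal effect; plate controls were DMSO vehicle for no effect and reference control for full effect; nearly all actives have a fitted effect of over 55% in size; some results filed as inactive show a strong effect at the top dose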
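Toxicity suppression screen in FUS-yeast. Cells induced with 2% galactose, starting OD 0.005, treated 24hr at 30C with compounds at multiple final concentrations; growth by OD600.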
PI5P4K alpha inh: qHTS for Inhibitors of phosphatidylinositol 5-phosphate 4-kinase (PI5P4K); max response, %; PI5P4Kalpha enzyme, ADP-Glo luminescence, 60 min; hits give low values; Phosphatidylinositol 5-phosphate 4-kinase type-2 alpha (Homo sapiens), P48426; 1.2% of 330,000 active; active means max response of -50% or lower; inconclusive means between -30% and -50%; inactive means -30% or higher; further: value at the top dose of about 77 µM; on the % scale 0 is the no-effect control and ±100 the full control effect
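qHTS, 1536-well: enzyme/substrate mix, compound by pin tool, 5 microM ATP final; RT 60 min; ADP-Glo reagents 1 (45 min) then 2 (30 min); luminescence.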
EPAC1 agonist: qHTS for Agonist of cAMP-regulated guanine nucleotide exchange factor 3 (EPAC1): primary screen; Rap guanine nucleotide exchange factor 3 (Homo sapiens), O95398; EPAC1 agonist qHTS, biochemical assay; response scale: 100% = response to 6.5 mM cAMP; Potency, µM (doses to about 154 µM), without a hit: top-dose activation, actives largely listed as activators; 0.073% of 360,000 active; AID 720707, 2013; further: potency means the concentration at half of the fitted maximal effect; nearly all actives have a fitted effect of over 60% in size
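Compounds were pinned as a concentration titration into mixtures of EPAC1 (100 nM), BODIPY-GDP-loaded Rap1B (250 nM) and GDP (50 uM). After 5 min at room temperature, fluorescence was followed for 30 min; activity was scaled to 6.5 mM cAMP.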
PLK1 PBD inh: qHTS for Inhibitors of PLK1-PDB (polo-like kinase 1 - polo-box domain): Primary Screen. Serine/threonine-protein kinase PLK1 (Homo sapiens), P53350. Plk1 PBD binding of FITC phosphopeptide, fluorescence polarization. Potency, µM, for inactives: max response, negative = inhibition, most hits filed as inhibitors. 2.8% of 360,000 active. AID 720504, 2013; further: potency means the concentration at half of the fitted maximal effect; series mostly up to about 57 µM; on the % scale 0 is the no-effect control and ±100 the full control effect; nearly all actives have a fitted effect of over 65% in size
IL-2 act: qHTS of IL-2 Activators; IL-2 activation reporter assay, cell-based qHTS; stimulated with anti-CD3/CD4/CD28 beads; in transgenic mouse T cells; activation, % (series mostly up to about 46 µM); 0.065% of 360,000 active; AID 652025, 2013; in the data active means activation above about 50%; inconclusive means mostly about 30% to 49%; further: 0% is about no effect
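Readout: EGFP and DsRed signals by fluorescent plate cytometry. Unstimulated transgenic mouse T cells received compound 60 min before antibody-bead stimulation, then incubated 18 h at 37 degrees C.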
* marks the source's active call; other numbers are inactive results; u = inconclusive; x = not tested or not shown; [ ] = another dose, or the depositor's remark. Unless noted, the call rests on the fitted dose curve; in most records, active means well fitted curve in the direction sought with a large enough effect; inconclusive means small, poorly fitted or top-dose-only effect, or another doubt; inactive means no such curve, though single readings can be large; an effect the other way counts as inactive or inconclusive.

The opening two entries as a preview:
SMILES	Abeta rescue	EPAC1 antag	WRN helicase inh	FUS yeast rescue	PI5P4K alpha inh	EPAC1 agonist	PLK1 PBD inh	IL-2 act
CN1CCN(C(=O)c2ccc3c(c2)N(Cc2ccccc2)CCS3)CC1	-4.1%	6.8%	-2.8%	-0.1%	0.4	-19.3%	-6.7%	-2.3
O=C(Cn1cnc2cc([N+](=O)[O-])ccc2c1=O)N1CCN(S(=O)(=O)c2ccccc2)CC1	-6.5%	-17.4%	-12.7%	8.7%	-8.1	-1.5%	-5.8%	0.0

The whole of this part, from the first entry:
SMILES	Abeta rescue	EPAC1 antag	WRN helicase inh	FUS yeast rescue	PI5P4K alpha inh	EPAC1 agonist	PLK1 PBD inh	IL-2 act
CN1CCN(C(=O)c2ccc3c(c2)N(Cc2ccccc2)CCS3)CC1	-4.1%	6.8%	-2.8%	-0.1%	0.4	-19.3%	-6.7%	-2.3
O=C(Cn1cnc2cc([N+](=O)[O-])ccc2c1=O)N1CCN(S(=O)(=O)c2ccccc2)CC1	-6.5%	-17.4%	-12.7%	8.7%	-8.1	-1.5%	-5.8%	0.0
CC(C)(C)C(=O)N1N=C(c2ccc(NS(C)(=O)=O)cc2)CC1c1cccs1 (centres undefined)	3.0%	0.5%	-0.8%	18.7%	-2.8	-0.3%	-2.2%	2.7
Fc1ccccc1C1CC(c2ccco2)=Nc2ccccc2S1 (centres undefined)	-89.4%[inhibitor]	-11.4%	-15.8%	2.7%	-0.2	-1.8%	-13.1%	-0.6
CCCCN(CC)C(=O)c1ccc(Cl)c(Cl)c1	9.9%	1.2%	-5.0%	4.6%	0.4	-2.2%	-2.3%	0.7
CCOc1ccc(NC(=O)CN(C)C(=O)c2sccc2-c2ccccc2)cc1OCC	-2.4%	-7.8%	-1.6%	21.6%	4.7	4.0%	-10.1%	-4.6
COc1ccc(CCNC(=O)CCCOc2ccc(Cl)cc2)cc1OC	21.9%	-8.9%	-28.0%	8.0%	0.9	6.4%	-16.0%	-0.2
CCC1=NN(C(=O)C(=O)Nc2ccc(OC)cc2)C(O)(C(F)(F)F)C1 (centres undefined)	1.5%	5.9%	-3.3%	14.7%	x	4.3%	-5.0%	0.1
CCOc1ccc(S(=O)(=O)N(CC)CC(=O)NCc2ccncc2)cc1C	-9.9%	-6.8%	-0.3%[57.1 µM]	-10.9%	0.3	3.3%	-5.1%	-0.6
COc1ccc2[nH]c(C)c(CCN3C(=O)OC(C)(C)C3(C)O)c2c1 (centres undefined)	9.4%	-0.7%	-5.6%	0.0%	0.6	12.0%	5.6%	1.2
Cc1cc(NC(=O)c2cc3ncc(Br)cn3n2)no1	13.2%[9.22 µM]	2.3%	-11.7%	-55.8%	-16.6	0.5%	-6.5%	3.0
Cc1ccc(C)c(S(=O)(=O)N2CCCC2CNC(=O)C(=O)NC2CCCCCC2)c1 (centres undefined)	-5.3%	-0.9%	-4.8%	9.2%	0.6	-8.2%	3.1%	-0.7
NC(=O)c1cc2cc(Br)ccc2o/c1=N/NC(=O)c1cccc(F)c1	-3.2%	1.8%	-6.7%[57.1 µM]	44.4%	-9.5	-9.2%	-8.5%	-0.2
CCOC(=O)c1c(C)[nH]c(C(=O)Cn2c(=O)c3c(ncn3CC)n(Cc3ccccc3)c2=O)c1C	-2.7%	-16.3%	-1.9%	u	-1.5	0.0%	2.7%	0.2
CCOc1ccc(NS(=O)(=O)c2ccc(C(=O)NCC(c3ccc(OC)cc3)N3CCOCC3)cc2)cc1 (centres undefined)	26.2%	u	-3.6%	15.0%	1.1	-2.4%	-8.3%	-1.4
Cc1ccccc1NC(=O)Cc1c(O)c2ccccc2[nH]c1=O	1.9%	-3.3%	-14.0%	18.5%	x	6.8%	-13.2%	9.3
CC1(c2nnnn2-c2ccc3c(c2)OCCO3)CCC(=O)N1CCOc1ccccc1 (centres undefined)	-0.6%	-24.5%	3.8%	10.3%	8.6	7.3%	-7.7%	0.2
C#Cc1ccc([C@H]2C=C(C(=O)O)O[C@@H](OCc3ccc(CO)cc3)C2)cc1	-11.9%	-7.1%	-22.8%[57.1 µM]	-12.6%	-21.2	3.6%	-14.9%	1.5
Cc1cc2cc(CNC(=O)c3ccc(S(=O)(=O)N(C)C)cc3)ccc2n1C	0.0%	u	-19.4%	u	-14.0	-7.9%	2.1%	-1.2
COc1ccc(S(=O)(=O)N2CCOCC2)cc1NC(=O)CSc1cc(C)ccc1C	-18.2%	-24.7%	-29.3%	11.3%	6.0	15.5%	-12.8%	-0.4
CCC(C)NC(=O)Cn1nc(C(F)(F)F)c2c1CCCC2 (centres undefined)	-3.5%	-1.9%	-2.1%	19.5%	-1.0	0.0%	-8.6%	0.1
COc1ccc(OCC(=O)OCC(=O)N2CC(=O)Nc3ccccc32)cc1	-0.3%	-4.5%	-2.0%	-21.6%	8.7	7.4%	2.1%	4.1
COc1ccc(C(=O)CSC(=S)N2CCCCC2)cc1	-1.0%	-4.0%	-2.7%	3.9%	-7.1	7.4%	-0.1%	-0.6
O=C(NCc1ccccc1)C(c1cccc2ccccc12)n1c(=O)c(-c2ccco2)nc2ccccc21 (centres undefined)	-7.5%	-6.2%	-1.2%	10.9%	u	-7.6%	-15.9%	-0.3
COc1ccc(NC(=O)Nc2nnc(-c3ccco3)s2)cc1	-3.5%	-22.7%	1.0%	-4.9%	4.7	12.4%	u	2.1
COc1ccc(Cl)cc1NC(=O)CN(C)C(=O)c1cn(-c2ccccc2)nc1-c1cccs1	6.5%	6.6%	4.6%	-7.8%	0.0	-10.6%	0.8%	-3.1
CC(C)(CNC(=O)c1ccc(NS(=O)(=O)c2ccc(Br)cc2)cc1)N1CCOCC1	0.3%	17.2%	-9.0%	8.3%	3.5	-3.3%	-8.3%	-6.3
Fc1cccc(Cl)c1-c1nnc2ccc(N3CCOCC3)nn12	6.5%	8.1%	-2.8%	-11.6%	-4.9	-9.2%	1.7%	0.0
COc1ccc(-c2c(-c3ccsc3)oc3ccc(N4CCOCC4)cc23)cn1	2.8%	-4.3%	-6.1%	u	4.3	8.3%	4.7%	4.3
CN(c1ccccc1)S(=O)(=O)c1ccc(C(=O)NCc2cccnc2)cc1	-2.5%	-16.7%	-0.2%	-6.7%	2.8	-13.8%	2.1%	2.5
COc1ccc(-c2nc(CSCC(=O)NCc3ccco3)c(C)o2)cc1	-6.8%	-10.0%	-4.4%	34.9%	x	7.5%	-16.1%	-0.1
COCCNC(=O)Cn1cnc([N+](=O)[O-])n1	-23.0%	-29.9%	-7.9%	7.9%	8.9	-0.8%	-9.4%	1.0
CC[C@]12c3[nH]c4cc(CCC(=O)N(C)C)ccc4c3CCN1C(=O)[C@@H](CC(=O)NCCCOC)C[C@@H]2C(=O)N1CCN(C(=O)C2CC2)CC1	-0.5%	-18.5%	1.8%	10.3%	u	-14.0%	21.2µM*	-0.1
Cn1c(=O)n(C)c2cc(/C=C(/C#N)C(=O)NCc3ccco3)ccc21	20.8%	11.8%	-2.7%	14.2%	3.8	-3.4%	u	0.3
COc1ccc(NC(=O)CCNC(=O)Cn2cnc3sc4c(c3c2=O)CCCC4)c(OC)c1	-12.3%	-9.3%	-6.9%	-0.2%	6.5	-3.4%	-14.1%	0.0
COc1ccccc1CNC(=O)CS(=O)(=O)c1ccccc1	-9.1%	-4.3%	-2.0%	1.8%	-0.3	20.8%	-1.6%	-1.7
CCCCCc1c(C)nc(N2CCOCC2)[nH]c1=O	5.0%	-7.5%	-1.5%	13.1%	x	7.7%	-4.3%	-0.8
Nc1nc(Cl)cc(Oc2ccccc2F)n1	17.5%	-2.7%	-7.3%	-5.4%	-2.6	3.1%	-2.3%	-1.0
CCOC(=O)c1c(-c2ccccc2)oc2cc(Br)c(O)c(C=O)c12	-9.6%	-9.6%	-1.9%	-7.8%	-21.9	0.5%	-15.9%	-2.9
CCOc1cc(S(=O)(=O)N2CC=C(c3ccc(F)cc3)CC2)c(OCC)cc1-n1cnnn1	12.1%	-5.8%	-12.2%[57.1 µM]	-20.0%	x	12.2%	-0.1%	0.2
Cc1c2cnn(CC(=O)NCCN3CCOCC3)c(=O)c2c(C)n1Cc1ccccc1F	-1.3%	1.4%	-6.2%	-22.6%	1.1	-5.2%	-13.3%	-1.2
O=C1N[C@@H](c2ccccc2)COC(=O)[C@H](Cc2ccc(F)cc2)CC/C=C/C[C@@H]1CC(=O)N(CCO)Cc1ccccc1	-0.7%	-15.3%	-6.6%	u	4.0	10.7%	4.6%	-0.1
OCCNCc1cc(Br)ccc1OCc1ccc(Cl)cc1	1.8%	3.8%	-0.3%	x	6.4	2.3%	-11.0%	-0.4
CC(C)(C)Sc1ccccc1S(=O)(=O)C(C)(C)C	30.4%	-10.3%	3.6%	-22.4%	1.7	1.6%	-3.1%	0.1
CCOC(=O)N1CCN(S(=O)(=O)c2ccc(C)cc2)CC1	10.1%	-0.7%	9.1%	0.5%	5.2	0.9%	-1.6%	0.0
Oc1ccc(N2CCN(c3nnnn3-c3ccccc3)CC2)cc1	-21.5%	14.7%	2.1%	55.9%	-14.0	16.6%	-26.8%	1.8
NC(=O)c1ccc(NC(=O)COC(=O)CCC2CCCCC2)cc1	20.5%	-18.0%	-22.5%	4.7%	3.4	-6.6%	-3.3%	1.0
CC(C)C(C(=O)Nc1ccccc1)N1C(=O)c2ccccc2C1=O (centres undefined)	6.8%	-4.4%	0.5%	-12.2%	-3.9	-3.3%	u	-3.4
COc1ccc2[nH]c3c(c(=O)c2c1)CCCC3	-9.4%	-5.5%	-5.9%	-18.3%	-0.9	15.3%	-0.8%	-0.1

Compound profiles (already shown). Screens in order: Abeta rescue, EPAC1 antag, WRN helicase inh, FUS yeast rescue, PI5P4K alpha inh, EPAC1 agonist, PLK1 PBD inh, IL-2 act
Record of O=C1N[C@@H](c2ccccc2)COC(=O)[C@H](Cc2ccc(F)cc2)CC/C=C/C[C@@H]1CC(=O)N(CCO)Cc1ccccc1 → -0.7%, -15.3%, -6.6%, u, 4.0, 10.7%, 4.6%, -0.1
Record of Cc1c2cnn(CC(=O)NCCN3CCOCC3)c(=O)c2c(C)n1Cc1ccccc1F → -1.3%, 1.4%, -6.2%, -22.6%, 1.1, -5.2%, -13.3%, -1.2

Screening results: PubChem BioAssay, National Center for Advancing Translational Sciences (NCATS)
